Source: PubChem
PGC1a acetyl inh: inhibitors of PGC1a acetylation signal, primary screen, cell-based, U2OS, AlphaScreen, inhibitor mode; AlphaScreen anti-acetyl-lysine; with virally co-expressed GCN5 acetyltransferase; inhibition, % at 15.6 µM; 350,000 compounds, 0.17% hits;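 active = every replicate shows inhibition of at least 40%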;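 also: 0% = neutral control wells and 100% = positive control wells; some results beyond the cut were filed as inactive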
GSIS activator: GLuc luminescence reporter in INS-1E cells, primary screen for activators of glucose-dependent secretion of insulin. activation, % at 16.6 µM. INS-1E GLuc reporter insulin secretion, 2-3 h. 370,000 compounds, 0.61% hits;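 active = lowest replicate activation of at least 40%, so every replicate reaches that level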;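 also: 0% = median of neutral control wells and 100% = median of IBMX positive control wells; some compounds called inactive have numbers as strong as hits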
CFTR F508del cor: F508del CFTR correction, initial screen, CFBE line, single point; CFBE cells, YFP halide quenching; stimulated with forskolin plus potentiator P3; % fluorescence drop versus neutral controls; activity (quench increase), % at 7.58 µM; 350,000 compounds, 0.36% hits;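 active = mean added fluorescence quench of at least 8% versus neutral control, with both replicates also reaching 8%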;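 also: cells transiently co-express mutant CFTR-F508del with the halide-sensitive YFP; corrector assay measuring rescue of mutant channel to the surface after 24 h compound exposure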
Numbers without * were called inactive.

no. | structure | PGC1a acetyl inh | GSIS activator | CFTR F508del cor
1 | O=C(OCCN1CCCCC1)C1(c2ccccc2)CCCC1 | 1 | 9 | 0.2
2 | Cc1sc2nc(SCC(=O)Nc3ccc(S(=O)(=O)NCCCC(=O)O)cc3)[nH]c(=O)c2c1C | 19 | 15 | -0.1
3 | Cc1ccc(Cn2c(=N)n(CC(O)COc3ccccc3)c3ccccc32)cc1 (centres undefined) | 5 | -47 | 4.1
4 | COCCNC(=O)/C(C#N)=C/c1ccc(OCc2ccc(F)cc2)cc1 | 2 | 5 | -3.5
5 | O=C(NC(=S)Nc1cccc(-c2ccc(CO)o2)c1)c1cccs1 | 6 | 7 | -0.6
6 | COc1ccc2c3c(n(C)c2c1)[C@H](CO)N(Cc1ccccc1F)CC31CN(C(C)=O)C1 | 2 | 7 | 0.5
7 | O=C(c1ccc(F)cc1)N1CC(=O)N2[C@H](CO)[C@H](c3ccc(-c4ccccc4F)cc3)[C@H]2C1 | -4 | 6 | -0.5
8 | C/C=C/c1ccc([C@@H]2[C@H]3CN(C(=O)Nc4ccc(OC)cc4)CC(=O)N3[C@H]2CO)cc1 | 5 | 10 | 0.4
9 | CCN1CCN(CC(=O)N2N=C(c3ccc(OC)cc3)CC2c2ccc(OC)cc2)C(=O)C1=O (centres undefined) | 1 | -22 | -2.2
10 | O=C(c1cccnc1)N1CC(=O)N2[C@H](CO)[C@H](c3ccc(C#CCC4CCCC4)cc3)[C@H]2C1 | -15 | -17 | 3.7

no. | structure | PGC1a acetyl inh | GSIS activator | CFTR F508del cor
11 | CCS(=O)(=O)N1CC(=O)N2[C@H](CO)[C@@H](c3ccc(C#CCC4CCCC4)cc3)[C@@H]2C1 | -5 | 11 | 2.3
12 | O=C(c1cc2cc(Br)ccc2s1)N1CCOCC1 | 7 | 0 | -0.7
13 | Cc1ccc(-c2ccc([C@@H]3[C@@H](CO)N4C(=O)CN(C(=O)c5ccccc5)C[C@H]34)cc2)cc1 | -8 | -22 | -0.8
14 | CCCC#Cc1ccc([C@@H]2[C@H]3CN(S(=O)(=O)Cc4ccccc4)CC(=O)N3[C@H]2CO)cc1 | -8 | -5 | 4.0
15 | C/C=C/c1ccc([C@H]2[C@@H](CO)N(C(C)=O)C23CN(C(=O)c2ccc(F)cc2)C3)cc1 | -1 | -17 | -0.6
16 | COc1ccc2c3c(n(C)c2c1)[C@H](CO)N(C(=O)c1ccccc1)CC31CN(Cc2ccccc2OC)C1 | -16 | 3 | 3.5
17 | CN(C)CC(=O)N1[C@@H](CO)[C@@H](c2ccccc2)C12CN(Cc1cc(F)ccc1F)C2 | 18 | 14 | -0.8
18 | Cc1ccccc1-c1ccc([C@H]2[C@H](CO)N3C(=O)CN(C(=O)NC4CCCC4)C[C@@H]23)cc1 | -11 | -23 | 0.3
19 | CCCN(C)C[C@@H]1OCCCC[C@@H](C)Oc2ccc(NC(=O)Nc3ccc(C(F)(F)F)cc3)cc2C(=O)N([C@H](C)CO)C[C@H]1C | -2 | -12 | 4.3
20 | CCCC(=O)N1CCC2(CC1)CN(Cc1ccccc1F)[C@H](CO)c1c2c2ccc(OC)cc2n1C | -15 | -10 | -2.9

no. | structure | PGC1a acetyl inh | GSIS activator | CFTR F508del cor
21 | COc1ccc2c3c([nH]c2c1)[C@@H](CO)N(C(=O)Nc1ccc(F)cc1)CC31CN(C(=O)Cc2ccccc2)C1 | 2 | -17 | -2.0
22 | CS(=O)(=O)N1[C@H](CO)[C@@H](c2ccccc2)C12CN(C(=O)C1CC1)C2 | 9 | 6 | -2.1
23 | COc1ccc2c3c([nH]c2c1)[C@@H](CO)N(C(=O)c1ccc(F)cc1)CC31CN(C(=O)CC2CC2)C1 | -8 | -12 | -0.6
24 | CCC(=O)N1CC2(C1)[C@H](c1ccc(-c3ccccc3)cc1)[C@@H](CO)N2S(C)(=O)=O | -1 | 8 | -1.6
25 | COc1ccc2c3c([nH]c2c1)[C@@H](CO)N(C(=O)c1cccnc1)CC31CCN(C(=O)NC(C)C)CC1 | -24 | 1 | -1.3
26 | O=C(CC1CC1)N1[C@H](CO)[C@@H](c2ccccc2)C12CN(Cc1cc(F)ccc1F)C2 | 7 | -7 | 1.7
27 | Fc1cccc(C2CCCCN2Cc2nc(C3CC3)no2)c1 (centres undefined) | -1 | -21 | -0.4
28 | COCC(=O)N1CC(=O)N2[C@H](CO)[C@@H](c3ccc(C#Cc4cccc(OC)c4)cc3)[C@@H]2C1 | 6 | 0 | -1.8
29 | CCN1CCN(C(=S)NC(=O)/C=C/c2cccs2)CC1 | 3 | 3 | -3.2
30 | COc1ccc2c3c([nH]c2c1)[C@H](CO)N(C(=O)Nc1ccc(F)cc1)CC31CN(CC2CC2)C1 | -14 | -18 | 0.2

Given with the structure last: entries from further up.
# | PGC1a acetyl inh | GSIS activator | CFTR F508del cor | SMILES
8 | 5 | 10 | 0.4 | C/C=C/c1ccc([C@@H]2[C@H]3CN(C(=O)Nc4ccc(OC)cc4)CC(=O)N3[C@H]2CO)cc1
9 | 1 | -22 | -2.2 | CCN1CCN(CC(=O)N2N=C(c3ccc(OC)cc3)CC2c2ccc(OC)cc2)C(=O)C1=O (centres undefined)

More records follow:
no. | structure | PGC1a acetyl inh | GSIS activator | CFTR F508del cor
31 | COc1ccc2c3c([nH]c2c1)[C@H](CO)N(Cc1ccc(Cl)cc1)CC31CN(Cc2ccccc2)C1 | -3 | -17 | 0.3
32 | C=CCN=C1CC(C)(C)CC(=O)/C1=C(\O)CCCN1C(=O)c2ccccc2C1=O | 1 | 11 | 2.6
33 | CCCC#Cc1ccc([C@@H]2[C@@H](CO)N3C(=O)CN(C(=O)Nc4ccc(F)cc4)C[C@H]23)cc1 | -4 | -27 | 0.7
34 | Cc1ccc2nc(NC(=O)COC(=O)c3ccncc3)sc2c1 | 0 | -1 | 0.7
35 | C/C=C/c1ccc([C@@H]2[C@@H](CO)N3C(=O)CN(C(=O)c4cnccn4)C[C@H]23)cc1 | 4 | 10 | 1.6
36 | COc1ccc2c3c(n(C)c2c1)[C@H](CO)N(C(=O)c1ccncc1)CC31CN(S(C)(=O)=O)C1 | -2 | 20 | -3.0
37 | COCC(=O)N1CC2(C1)[C@H](c1ccccc1)[C@@H](CO)N2C(=O)c1ccccc1 | 2 | 12 | -2.2
38 | C/C=C/c1ccc([C@@H]2[C@H](CO)N(C(=O)CC)C23CN(S(=O)(=O)CC)C3)cc1 | 8 | -2 | -0.5
39 | C[C@H](CO)N1C[C@H](C)[C@@H](CN(C)S(=O)(=O)c2ccccc2)Oc2c(NC(=O)CCCCCC(=O)Nc3ccccc3N)cccc2C1=O | -3 | -1 | 2.8
40 | COc1ccc2c3c(n(C)c2c1)[C@@H](CO)N(C(=O)c1cnccn1)CC31CN(C(C)=O)C1 | 7 | 12 | 1.3

no. | structure | PGC1a acetyl inh | GSIS activator | CFTR F508del cor
41 | COCC(=O)N1CC2(CCN(Cc3ccc(Cl)cc3)CC2)c2c([nH]c3cc(OC)ccc23)[C@H]1CO | -6 | -3 | 4.5
42 | C[C@H]1CN([C@@H](C)CO)C(=O)c2cccc(NC(=O)CCCCCC(=O)Nc3ccccc3N)c2O[C@H]1CN(C)S(=O)(=O)c1ccccc1 | 3 | 11 | -3.6
43 | CCC(=O)N1CC(=O)N2[C@H](CO)[C@H](c3ccc(-c4ccccc4F)cc3)[C@@H]2C1 | 3 | 6 | -1.7
44 | CC(C)Oc1ccc(C(=O)NC2=NCCS2)cc1 | 3 | 1 | 0.7
45 | CCCC#Cc1ccc([C@@H]2[C@@H](CO)N3C(=O)CN(S(=O)(=O)Cc4ccccc4)C[C@@H]23)cc1 | -5 | -5 | 0.7
46 | CCCNC(=O)N1[C@@H](CO)[C@@H](c2ccccc2)C12CN(C(=O)CC)C2 | 5 | 3 | -6.0
47 | CC1(C(=O)N/N=C/c2ccccc2)CC1(Br)Br (centres undefined) | -4 | -12 | -4.8
48 | COc1cccc(NC(=O)C(c2ccccc2)N2CCCC2)c1 (centres undefined) | -20 | -3 | -2.1
49 | CCC(=O)N1CC2(C1)CN(C(C)=O)[C@@H](CO)c1[nH]c3cc(OC)ccc3c12 | -5 | 12 | -0.3
50 | COc1cc2c(cc1OC)CN(C(=S)Nc1ccccc1Cl)CC2 | -12 | 10 | 0.6

no. | structure | PGC1a acetyl inh | GSIS activator | CFTR F508del cor
51 | O=C(CC1CC1)N1CC2(C1)[C@H](c1ccccc1)[C@@H](CO)N2Cc1ccc(F)cc1 | -11 | 0 | -1.6
52 | C/C=C/c1ccc(OCCCCN2CCC(C)CC2)c(OC)c1 | 3 | 18 | -2.3
53 | CCc1ccc2nc(Nc3nc(COC)cc(=O)[nH]3)nc(C)c2c1 | 7 | 19 | -0.9
54 | CC(CN1C(C)CCCC1C)OC(=O)c1ccc(Cl)cc1Cl (centres undefined) | 2 | 2 | 1.4
55 | O=C(C1CCOCC1)N1[C@@H](CO)[C@@H](c2ccccc2)C12CN(Cc1cccnc1)C2 | 1 | 8 | -0.1
56 | CCC(C)(C)n1nnnc1CN1CCN(c2ccc(OC)cc2)CC1 | -1 | 7 | -1.9
57 | CC(C)(O)C#Cc1ccc(C(=O)NCCC(=O)O)s1 | 1 | 13 | 3.1
58 | CCC(=O)c1ccc(OCC(=O)NC2(C#N)CCCCC2)cc1 | 3 | 7 | -1.8
59 | CC(C)NC(=O)N1[C@@H](CO)[C@@H](c2ccccc2)C12CN(C(=O)Cc1ccccc1)C2 | -4 | -5 | -2.2
60 | CCCNC(=O)N1CC(=O)N2[C@H](CO)[C@@H](c3ccc(C#Cc4ccc(F)cc4)cc3)[C@@H]2C1 | 5 | 1 | -0.4

no. | structure | PGC1a acetyl inh | GSIS activator | CFTR F508del cor
61 | COCC#Cc1ccc([C@H]2[C@@H](CO)N3C(=O)CN(C(=O)C4CCOCC4)C[C@@H]23)cc1 | -3 | 7 | -3.1
62 | COC(=O)CSc1ccc2nnc(CCNS(=O)(=O)c3ccccc3)n2n1 | -9 | 5 | -6.3
63 | CCC1CCCCN1C(=O)CSc1nc(N)cc(N)n1 (centres undefined) | -5 | -3 | 1.2
64 | O=C(Nc1ccccc1F)N1CC(=O)N2[C@H](CO)[C@@H](c3ccc(C#CC4CC4)cc3)[C@H]2C1 | 5 | -2 | 0.6
65 | CN(C)CC#Cc1ccc([C@H]2[C@@H](CO)N3C(=O)CN(C(=O)Cc4ccccc4)C[C@H]23)cc1 | -7 | 6 | 2.1
66 | COCC(=O)N1CCC2(CC1)CN(C(=O)COC)[C@@H](CO)c1c2c2ccc(OC)cc2n1C | -3 | 26 | 0.5
67 | COc1ccc(CN(C)C[C@H]2Oc3c(NC(=O)c4ccc(-c5nccs5)cc4)cccc3C(=O)N([C@@H](C)CO)C[C@H]2C)cc1 | -10 | -20 | -0.5
68 | C[C@H](CO)N1C[C@H](C)[C@H](CN(C)C(=O)Nc2ccc(C(F)(F)F)cc2)Oc2c(NC(=O)CCCCCC(=O)Nc3ccccc3N)cccc2C1=O | 2 | -1 | 0.6
69 | O=C(Cc1cccs1)NNC(=S)NCc1ccco1 | 1 | 7 | 2.8
70 | CCC(=O)N1CC2(C1)[C@H](c1ccccc1)[C@@H](CO)N2C(=O)c1ccccc1 | 1 | 10 | 3.1

Compounds 61 to 62 of the list above:
no. | structure | PGC1a acetyl inh | GSIS activator | CFTR F508del cor
61 | COCC#Cc1ccc([C@H]2[C@@H](CO)N3C(=O)CN(C(=O)C4CCOCC4)C[C@@H]23)cc1 | -3 | 7 | -3.1
62 | COC(=O)CSc1ccc2nnc(CCNS(=O)(=O)c3ccccc3)n2n1 | -9 | 5 | -6.3

The list continues:
no. | structure | PGC1a acetyl inh | GSIS activator | CFTR F508del cor
71 | Cc1ccc(NC(=O)CN(C)CC(=O)Nc2ccccc2C(=O)Nc2ccccc2)cc1 | 6 | 5 | -0.5
72 | COc1cc2c(cc1OC)C(COc1ccccc1OC)N(C(=O)C(C)C)CC2 (centres undefined) | -5 | 3 | -2.9
73 | COCC(=O)N1CC2(CCN(Cc3ccccc3)CC2)c2c(n(C)c3cc(OC)ccc23)[C@@H]1CO | -3 | 13 | 3.3
74 | COc1ccc2c3c([nH]c2c1)[C@H](CO)N(S(=O)(=O)c1cn(C)cn1)CC31CCN(Cc2ccccc2)CC1 | -3 | 0 | -2.0
75 | COc1cc(CN2CC3(CCN(S(=O)(=O)c4cccs4)CC3)c3c(n(C)c4cc(OC)ccc34)[C@H]2CO)cc(OC)c1 | -63 | 7 | 1.2
76 | COc1ccc2c3c(n(C)c2c1)[C@@H](CO)N(C(=O)c1ccncc1)CC31CN(CC2CC2)C1 | 4 | 4 | 1.6
77 | CN(C)CC(=O)N1[C@H](C(=O)NCc2ccccc2F)[C@@H](CO)[C@@H]2Cn3c(cccc3=O)[C@@H]21 | 0 | 9 | 0.5
78 | CCS(=O)(=O)N1CC2(C1)[C@@H](c1ccccc1)[C@@H](CO)N2CC1CCCC1 | -16 | -1 | -1.2
79 | C[C@H]1CN([C@@H](C)CO)C(=O)c2cccc(NC(=O)Nc3ccc(F)cc3)c2O[C@H]1CN(C)CC1CC1 | -4 | -3 | -1.3
80 | C/C=C/c1cnc2c(c1)C(=O)N([C@@H](C)CO)C[C@@H](C)[C@H](CN(C)S(=O)(=O)c1cccs1)O2 | -3 | 8 | -3.4
81 | CS(=O)(=O)N1CC(=O)N2[C@H](C1)[C@@H](c1ccc(C#CCc3ccccc3)cc1)[C@@H]2CO | 5 | -4 | 2.1
82 | O=C(Cc1ccccc1)N1CC2(C1)[C@H](c1ccccc1)[C@H](CO)N2S(=O)(=O)Cc1ccccc1 | -13 | -23 | 3.2

This is a subset; count on the stated rates, not on these rows.
